CCT modulator – changes cytosolic chaperonin activity. 0.3% of 360,000 active. activity change, % (test concentration not listed), hits read low. purified chaperonin ATPase assay, HTRF ADP detection, 30 min; in the data active = activity change below about -30%; also: % is scaled to controls: 0 for no effect and ±100 for the full control effect
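First, chaperonin was dispensed at 40 nM or 20 nM final depending on batch activity. Next, compounds were pinned at 76 uM and ATP added at 10 uM. After 30 min at 37 °C, ADP detection reagents ran 30 min at ambient temperature.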
Mm-Cpn inhibitor – M. maripaludis TRiC chaperonin inhibition | purified Mm-Cpn ATPase, ADP Transcreener TR-FRET | Potency, µM (series often up to 76.9 µM), for the others: at the highest dose activity, negative = inhibition, most hits filed as inhibitors | 0.031% of 330,000 active; also: potency is read from the fitted curve at half-maximal effect; % is scaled to controls: 0 for no effect and ±100 for the full control effect; nearly all actives have a fitted effect of over 80% in size
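Purified archaeal chaperonin (25 nM final) was preincubated with compound for 10 min at 37°C, then ATP (10 uM final) was added for 30 min at 37°C in Tris pH 7.4/KCl/MgCl2/DTT buffer. ADP was quantified by HTRF Transcreener TR-FRET.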
EPAC1 antagonist – antagonists of human EPAC1 | AID 720709 | O95398 | 0.14% of 360,000 active | EPAC1 GEF assay, Rap1b-BODIPY-GDP exchange fluorescence | Potency, µM (highest dose often 115 µM), without a hit: top-dose activity change, negative = inhibition, actives largely listed as inhibitors;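 also: potency is read from the fitted curve at half-maximal effect; plate controls were vehicle for no effect and positive control for full effect; nearly all actives have a fitted effect of over 50% in size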
PLK1 PBD inh – blocks phosphopeptide binding to human PLK1 polo-box domain; Plk1 PBD binding of FITC phosphopeptide, fluorescence polarization; Potency, µM, without a hit: max response, negative = inhibition, usual class: inhibitors; 2.8% of 360,000 active; AID 720504; also: potency is read from the fitted curve at half-maximal effect; series mostly up to about 57 µM; % is scaled to controls: 0 for no effect and ±100 for the full control effect; nearly all actives have a fitted effect of over 65% in size
Target sequence (P53350 whole entry, looked up, the tested form may be a part): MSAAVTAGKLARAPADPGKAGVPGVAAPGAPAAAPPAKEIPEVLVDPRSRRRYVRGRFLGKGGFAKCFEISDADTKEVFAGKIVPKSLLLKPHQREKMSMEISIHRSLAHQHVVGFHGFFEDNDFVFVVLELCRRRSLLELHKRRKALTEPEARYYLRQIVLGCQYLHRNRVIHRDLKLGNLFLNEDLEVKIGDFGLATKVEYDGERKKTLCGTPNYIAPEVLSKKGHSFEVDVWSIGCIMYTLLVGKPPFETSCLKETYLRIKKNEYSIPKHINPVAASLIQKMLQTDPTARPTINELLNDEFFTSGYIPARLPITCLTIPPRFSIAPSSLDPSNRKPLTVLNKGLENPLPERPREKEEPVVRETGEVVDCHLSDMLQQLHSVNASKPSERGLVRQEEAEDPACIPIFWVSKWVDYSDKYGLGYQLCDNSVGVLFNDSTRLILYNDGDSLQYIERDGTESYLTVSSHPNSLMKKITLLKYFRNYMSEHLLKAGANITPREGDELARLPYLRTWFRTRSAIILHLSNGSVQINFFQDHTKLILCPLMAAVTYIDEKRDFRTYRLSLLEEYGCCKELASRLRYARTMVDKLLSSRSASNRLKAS
EPAC1 ag – agonists of human EPAC1; O95398; EPAC1 agonist qHTS, biochemical assay; response scale: 100% = response to 6.5 mM cAMP; Potency, µM (top dose mostly 154 µM), for inactives: at the top dose activation, usual class: activators; 0.073% of 360,000 active; AID 720707; also: potency is read from the fitted curve at half-maximal effect; nearly all actives have a fitted effect of over 60% in size
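Compounds were pinned as a concentration titration into mixtures of EPAC1 (100 nM), BODIPY-GDP-loaded Rap1B (250 nM) and GDP (50 uM). After 5 min at room temperature, fluorescence was followed for 30 min; activity was scaled to 6.5 mM cAMP.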
WRN helicase inh – WRN helicase (human) inhibition; Q14191; WRN helicase unwinding, fluorescent forked duplex, kinetic; Potency, µM (top dose mostly 114 µM), for the others: top-dose activity change, negative = inhibition, actives largely listed as inhibitors; 0.46% of 360,000 active; AID 651768; also: potency is read from the fitted curve at half-maximal effect; % is scaled to controls: 0 for no effect and ±100 for the full control effect; nearly all actives have a fitted effect of over 55% in size
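WRN at 20 nM final was preincubated with compound for 15 min at room temperature; reaction started with 100 nM forked duplex oligonucleotide carrying fluorophore and quencher plus 2 mM ATP (final). Unwinding followed kinetically by red fluorescence (ex 525/em 598 nm).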
EPAC2 antagonist – antagonists of human EPAC2; AID 720708; EPAC2 GEF exchange of Rap1B-BODIPY-GDP, fluorescence; Potency, µM (series often up to 114 µM), without a hit: at the highest dose activity, negative = inhibition, hits mostly inhibitors; Q8WZA2; 0.18% of 360,000 active; also: potency is read from the fitted curve at half-maximal effect; % is scaled to controls: 0 for no effect and ±100 for the full control effect; nearly all actives have a fitted effect of over 45% in size; many of its hits are not listed in these tables
PI5P4Ka inh – inhibitors of human PI5P4K alpha; P48426; 1.2% of 330,000 active; max response, %; PI5P4Kalpha enzyme, ADP-Glo luminescence, 60 min; hits give low values; active = max response of -50% or lower; inconclusive = between -30% and -50%; inactive = -30% or higher; also: value at the top dose of about 77 µM; % is scaled to controls: 0 for no effect and ±100 for the full control effect
Target sequence (P48426 whole entry, looked up): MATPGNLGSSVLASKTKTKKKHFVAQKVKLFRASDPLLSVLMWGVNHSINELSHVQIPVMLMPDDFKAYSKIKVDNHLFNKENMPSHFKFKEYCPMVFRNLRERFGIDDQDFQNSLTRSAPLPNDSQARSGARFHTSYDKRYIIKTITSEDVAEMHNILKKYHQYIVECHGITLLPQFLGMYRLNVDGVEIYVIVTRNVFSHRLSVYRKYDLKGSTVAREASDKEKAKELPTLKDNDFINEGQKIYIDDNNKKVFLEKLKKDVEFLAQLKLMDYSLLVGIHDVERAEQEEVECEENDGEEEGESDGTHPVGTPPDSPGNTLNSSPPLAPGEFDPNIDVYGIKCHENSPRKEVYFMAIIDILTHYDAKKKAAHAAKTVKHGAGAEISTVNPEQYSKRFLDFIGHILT
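PI5P4Kalpha ADP-Glo assay; 5 microM ATP final; 60 min RT reaction; HEPES pH 7.4/EGTA/CHAPS, 5% DMSO; controls lacking substrate or enzyme; luminescent end-point.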
The depositor's hits bear a star; u = inconclusive; x = no result given; & = joins results of further samples; [ ] = remark or other dose. Unless noted, calls follow the shape of the dose curve; as a rule, active = well fitted curve in the direction sought with a large enough effect; inconclusive = small, poorly fitted or top-dose-only effect, or another doubt; inactive = no such curve, though single readings can be large; an effect the other way counts as inactive or inconclusive. Only part of the results is shown; rates above refer to the full screens.

| SMILES | CCT modulator | Mm-Cpn inhibitor | EPAC1 antagonist | PLK1 PBD inh | EPAC1 ag | WRN helicase inh | EPAC2 antagonist | PI5P4Ka inh |
| --- | --- | --- | --- | --- | --- | --- | --- | --- |
| NS(=O)(=O)c1ccc(CCNC(=O)CN2CCN(c3ccccc3F)CC2)cc1 | -0.6 | 2% | -10% | -2% | 7% | -16% | 11% | 3 |
| COC(=O)c1ccccc1NC(=O)c1cnn2c(C(F)F)cc(C3CC3)nc12 | 0.3 | -6% | -11% | -15% | 12% | -2% | 7% | 1 |
| O=C(NC(CC(=O)N1CCN(c2ccccc2)CC1)c1ccccc1)c1ccccc1Cl (stereo not given) | -2.7 | -1% | -5% | -1% | -5% | 3% | 6% | 7 |
| Cc1ccc(NC(=S)N(Cc2cccs2)Cc2cc3cccc(C)c3[nH]c2=O)cc1 | -3.1 | -1% | -5% | -2% | 4% | -3% | 9% | 10 |
| O=C1COc2ccc(C(=O)NCc3ccco3)cc2N1 | -2.6 | -1% | 10% | -7% | 9% | -2% | 1% | x |
| CC1(C)CC(=O)C2=C(C1)OC(N)=C(C#N)C2c1cc2c(cc1[N+](=O)[O-])OCO2 (stereo not given) | -3.4 | -1% | 66%[activator] | u | u | u | 2% | -80* |
| COc1ccc2nc3sc(C(=O)NCCCN4CCc5ccccc5C4)cc3cc2c1 | -0.4 | -4% | -1% | -11% | 4% | -9% | -4% | -14 |
| COc1ccc(C(=O)CC(C(=O)O)c2ccc3c(c2)OCO3)cc1OC (stereo not given) | 1.7 | x | 19% | 4% | 3% | 5% | 4% | -2 |
| O=C(NC(=S)Nc1ccc2c(c1)OCCO2)c1ccc(F)cc1Cl | -1.4 | 4% | -22% | -9% | 16% | -2% | -2% | 3 |
| COC(=O)c1scc(C)c1NS(=O)(=O)c1ccc(NC(C)=O)cc1 | -2.4 | 1% | 1% | -4% | -12% | 7% | -10% | -6 |
| CCC[C@H]1CN(c2ccccc2)C(=O)[C@@H]1CC(=O)Nc1ccccc1 | -3.0 | x | -3% | -5% | -12% | 0% | -2% | 3 |
| O=C(O)C1C2C=CC(C2)C1C(=O)NCc1ccoc1 (stereo not given) | 1.7 | -4% | -21% | -17% | -20% | -14%[57.1 µM] | 28% | 1 |
| COc1ccc(NC(=O)c2cccc(Cl)c2)c[n+]1[O-] | -3.8 | 0% | -4% | -3% | 8% | -2% | -1% | 3 |
| COc1ccc(-n2nc(C(=O)NCC(=O)N3CCCCCC3)c3ccccc3c2=O)c(OC)c1 | 0.0 | -1% | -1% | -8% | -11% | 1% | 1% | -6 |
| O=C(Oc1ccc(C(=S)N2CCOCC2)cc1Cl)c1ccccc1F | -1.0 | 1% | -16% | u | 10% | 18% | -12% | -3 |
| O=C(/C=C/c1ccccc1[N+](=O)[O-])NNC(=O)c1ccncc1 | -0.2 | 0% | -26% | -19% | 4% | -1% | -5% | 1 |
| CCCCn1c(N)c(N(CC(C)C)C(=O)c2ccc(C)c(S(=O)(=O)N3CCCCC3)c2)c(=O)[nH]c1=O | 1.6 | 1% | -10% | 3% | -16% | 2% | -4% | -3 |
| COc1ccc(C2CC(=O)C(C=NCCO)=C(O)C2)cc1 (stereo not given) | 1.0 | -1% | -13% | -7% | 8% | 6% | 1% | 18 |
| C=CCOc1ccc2c(OC)c3ccoc3nc2c1OC | -0.5 | -3% | -1% | -8% | -7% | -10% | 2% | -7 |
| N#Cc1nccc2ccc(OCc3ccc(Br)cc3)cc12 | 2.5 | x | -5% | -1% | -9% | 8% | 3% | 6 |
| Cc1ccc(-c2nn(-c3ccccc3)cc2C2CC(c3cccs3)=NN2C(=O)CCCC(=O)O)cc1 (stereo not given) | 0.5 | 0% | -12% | -18% | -9% | u | 4% | x |
| Cn1nc(NC(=O)C(F)(F)F)c2ncc(-c3ccc(Cl)cc3)nc21 | -1.1 | -1% | -7% | -8% | -5% | -12% | -18% | -1 |
| CCOc1ccc(CCNC(=O)CCS(=O)(=O)c2ccc(OC)cc2)cc1OCC | -2.0 | -5% | -2% | -12% | 8% | -6% | 1% | 0 |
| CCCCCCOc1ccc(C(=O)NCCCn2ccnc2)cc1 | 0.3 | 2% | 3% | -7% | 1% | 2% | -3% | -1 |
| Nc1ccc(-c2cc(-c3ccc(N)cc3)nc(-c3ccccc3)n2)cc1 | -1.5 | -2% | 21% | 2% | 8% | -11% | 23% | 3 |
| O=C(NC1CCCCC1)N1CCCC(c2nc(-c3cccs3)no2)C1 (stereo not given) | -2.3 | 0% | 1% | -10% | 4% | 13% | -5% | 2 |
| O=C(CSc1nnnn1-c1ccc(C(=O)O)cc1)NC1CC1 | -0.1 | 2% | 15% | 2% | 8% | -8% | -9% | -5 |
| CCN1CCN(CCCNC(=O)c2ccccc2NC(=O)C2=C(C)OCCS2)CC1 | 1.6 | 3% | -2% | 4% | 5% | 3% | 1% | 3 |
| CN(C)/C=C1/N=C(c2ccccc2)OC1=O | -0.8 | 1% | -8% | -3% | -8% | 2% | -9% | 8 |
| CN(C)CCCNc1cc(O)c2ncccc2c1 | x | 1%&0% | -11% | x | -7% | x | 4% | x |
| O=C(CCCC(=O)NCCc1ccccc1)NCCc1ccccc1 | -2.4 | 1% | -7% | u | 6% | -19% | 0% | -4 |
| Cc1ccc(NC(=O)CN(C)C(=O)CSc2nc3ccccc3o2)cc1 | 1.2 | 2% | 2% | -8% | 0% | -11% | -6% | 2 |
| Cc1cccc(C(O)c2ncc(-c3ccccc3F)[nH]2)c1C (stereo not given) | -1.8 | x | -6% | -10% | -7% | 6%[57.1 µM] | -14% | 7 |
| NC(=O)c1ccc(C(F)(F)F)n(Cc2cccc(Cl)c2)c1=O | 1.3 | 1% | -2% | -7% | -11% | -4% | 0% | x |
| CCc1ccc(C2C(C#N)=C(N)C(C#N)(C#N)C3=CCC(C(C)(C)C)CC32)cc1 (stereo not given) | 1.9 | 0% | -13% | -29% | -7% | -8% | -27% | -19 |
| COc1cccc(CC(=O)Nc2ccc3c(c2)OC2(CCCC2)O3)c1 | -2.2 | -4% | -11% | -11% | 12% | -9% | 4% | -7 |
| Cc1csc(NC(=O)CN(C)S(=O)(=O)c2cccc3cccnc23)n1 | -4.7 | 4% | -7% | -16% | 0% | 0% | -5% | -4 |
| COC(=O)CC1(c2cccc3ccccc23)C(=O)c2ccccc2C1=O | -1.6 | -1% | -9% | -5% | 13% | -11% | -26% | -3 |
| CC(C)C[C@H](NC(=O)c1ccc(OC2CCN(C(=O)C3CC3)CC2)cc1)C(N)=O | 0.4 | -4% | -13% | -1% | 7% | -9%[57.1 µM] | 4% | 2 |
| N#Cc1ccccc1CN1C(=O)NC(Cc2c[nH]c3ccccc23)C1=O (stereo not given) | -1.3 | 0% | -6% | 11% | -1% | -19% | -1% | 1 |
| O=C(c1cccs1)N1CCN(c2nc3ccccc3s2)CC1 | 0.7 | 0% | 11% | 2% | 11% | -4% | 0% | 6 |
| COc1ccc(NC(=O)c2cc(S(=O)(=O)N3CCCC3)oc2C)cc1 | -0.5 | -2% | -4% | 4% | -12% | 6% | -3% | 3 |
| Cc1ccccc1C(=O)Nc1ccnn1C1CCN(C(=O)c2ccoc2)CC1 | -1.4 | 2% | 14% | -3% | 3% | -21% | 1% | 2 |
| CC(=O)CC(=O)Nc1nc(C)cc(C)n1 | -0.4 | -1% | 13% | -11% | 8% | 5%[57.1 µM] | -1% | 14 |
| COc1cc2c(cc1OC)CN(C1CCCN(Cc3cccc(C(C)=O)c3)C1)CC2 (stereo not given) | 0.2 | x | 0% | -3% | -6% | -2% | 2% | 8 |
| O=C1NC[C@H](CCCCN2C[C@H](Cc3ccc(O)cc3)N(Cc3ccccc3)C(=O)C2=O)N(CC2CCCCC2)C1=O | 0.6 | x | -10% | -18% | -10% | -3% | 7% | -1 |
| CC(=O)C1=C(O)C(=O)N(Cc2ccccc2)C1c1ccco1 (stereo not given) | 0.3 | -2% | -3% | -9% | -6% | -5%[57.1 µM] | 19% | -3 |
| COc1ccc(OC)c(N(CC(=O)Nc2ccccc2F)S(=O)(=O)c2ccccc2)c1 | 0.9 | x | -2% | 0% | 18% | -12% | -8% | 3 |
| CSc1ccc(OC2CCN(Cc3ccccc3)CC2)cc1 | 1.6 | -1% | -23% | -1% | -5% | 10% | -5% | 3 |
| CN1CCN(C(=O)C(Cc2ccccc2)NS(=O)(=O)c2ccc3c(c2)CCC(=O)N3)CC1 (stereo not given) | -1.5 | 1% | -23% | u | -18% | 0% | -25% | 1 |
| O=C(Cc1cccc(NC(=O)C2CCCN(C(=O)C3CC3)C2)c1)Nc1cccc(C(=O)N2CCOCC2)c1 (stereo not given) | 2.3 | x | -3% | -2% | 13% | -7% | -7% | -5 |
| CCn1cc(CN2CCC(n3nccc3NC(=O)C3CCCC3)CC2)c(C)n1 | -0.2 | -5% | 2% | -6% | -5% | -2% | 2% | -1 |
| C=CCn1c(C)cc(C(=O)CSc2nnc(NC(C)C)s2)c1C | -0.6 | 2% | 7% | -4% | -6% | -2% | 23% | 5 |
| O=C(c1ccc(Cl)cc1)c1oc2ccccc2c1CS(=O)(=O)c1ccccc1 | -2.6 | u | 12% | -3% | 2% | 9% | 6% | x |
| Cc1[nH]c2ccccc2c1-c1csc(N)n1 | 2.2 | 1% | -12% | u | -1% | -7% | 0% | -18 |
| COc1ccc(OCc2nc(N)nc(Nc3cccc(C)c3C)n2)cc1 | -0.9 | 0% | 2% | -12% | 1% | 5% | -1% | 4 |

An excerpt of these results, with values under each structure:
Order of values: CCT modulator	Mm-Cpn inhibitor	EPAC1 antagonist	PLK1 PBD inh	EPAC1 ag	WRN helicase inh	EPAC2 antagonist	PI5P4Ka inh
- O=C(c1cccs1)N1CCN(c2nc3ccccc3s2)CC1
    0.7	0%	11%	2%	11%	-4%	0%	6
- COc1ccc(NC(=O)c2cc(S(=O)(=O)N3CCCC3)oc2C)cc1
    -0.5	-2%	-4%	4%	-12%	6%	-3%	3
- Cc1ccccc1C(=O)Nc1ccnn1C1CCN(C(=O)c2ccoc2)CC1
    -1.4	2%	14%	-3%	3%	-21%	1%	2
- CC(=O)CC(=O)Nc1nc(C)cc(C)n1
    -0.4	-1%	13%	-11%	8%	5%[57.1 µM]	-1%	14
- COc1cc2c(cc1OC)CN(C1CCCN(Cc3cccc(C(C)=O)c3)C1)CC2 (stereo not given)
    0.2	x	0%	-3%	-6%	-2%	2%	8
